L3MBTL1 block: inhibitors of human L3MBTL1. 230,000 compounds, 0.66% hits. AlphaScreen L3MBTL1–H3K9me1 peptide binding. Q9Y468. Potency, µM (series often up to 57.1 µM), for inactives: at the top dose activity, negative = inhibition, most hits filed as inhibitors; also: potency is read from the fitted curve at half-maximal effect; % is scaled to controls: 0 for no effect and ±100 for the full control effect; nearly all actives have a fitted effect of over 60% in size
Target sequence (Q9Y468 whole entry, looked up): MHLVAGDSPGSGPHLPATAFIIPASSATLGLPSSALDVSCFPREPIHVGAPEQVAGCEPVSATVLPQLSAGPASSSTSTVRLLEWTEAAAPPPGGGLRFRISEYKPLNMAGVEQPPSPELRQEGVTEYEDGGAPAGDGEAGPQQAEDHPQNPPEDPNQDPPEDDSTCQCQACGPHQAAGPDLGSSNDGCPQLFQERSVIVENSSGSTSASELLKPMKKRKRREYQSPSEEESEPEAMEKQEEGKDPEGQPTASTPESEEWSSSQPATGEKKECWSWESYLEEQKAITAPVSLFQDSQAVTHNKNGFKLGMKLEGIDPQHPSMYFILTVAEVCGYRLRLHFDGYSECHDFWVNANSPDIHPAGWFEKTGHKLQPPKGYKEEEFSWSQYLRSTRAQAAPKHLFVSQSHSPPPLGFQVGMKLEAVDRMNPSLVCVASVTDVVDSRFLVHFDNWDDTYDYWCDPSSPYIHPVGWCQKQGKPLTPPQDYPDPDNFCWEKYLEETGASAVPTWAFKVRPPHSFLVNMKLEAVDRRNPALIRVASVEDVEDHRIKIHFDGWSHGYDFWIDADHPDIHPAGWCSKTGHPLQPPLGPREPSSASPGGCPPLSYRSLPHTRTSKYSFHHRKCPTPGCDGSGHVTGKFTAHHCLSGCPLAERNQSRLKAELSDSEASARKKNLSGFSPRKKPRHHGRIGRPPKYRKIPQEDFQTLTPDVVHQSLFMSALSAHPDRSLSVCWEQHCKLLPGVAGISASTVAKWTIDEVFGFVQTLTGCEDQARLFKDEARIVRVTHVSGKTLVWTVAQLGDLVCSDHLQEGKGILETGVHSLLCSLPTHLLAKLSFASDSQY
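AlphaScreen proximity signal between nickel-chelate acceptor and streptavidin donor beads (final 10 ug/mL) reports binding of 50 nM L3MBTL1 to 75 nM biotin-H3 K9me1 peptide; complex incubated with compounds 30 min at room temperature; cefsulodin titration as control.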
KinaseGlo FLuc: blocks Kinase-Glo luciferase, a counter-screen artifact; Q27757; Kinase-Glo luciferase, ATP luminescence, 8 min; Potency, µM (titrated, usually from 38.3 µM), for inactives: top-dose activity change, negative = inhibition, hits mostly inhibitors; 200,000 compounds, 0.28% hits; also: potency is read from the fitted curve at half-maximal effect; % is scaled to controls: 0 for no effect and ±100 for the full control effect; nearly all actives have a fitted effect of over 60% in size
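Kinase-Glo luciferase light output from ATP and luciferin was measured with 10 uM ATP, within the enzyme's linear range. Buffer: 50 mM imidazole pH 7.2, 50 mM KCl, 7 mM MgCl2, 0.01% Tween 20, 0.05% BSA; luminescence read after 8 min at ambient temperature.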
CBFb-RUNX1 inh: blocks binding between human CBF-beta and RUNX1; Q01196+Q13951; AlphaScreen CBFb-His/RUNX1-biotin binding, biochemical; Potency, µM (top dose mostly 59.8 µM), without a hit: at the top dose activity, negative = inhibition, hits mostly inhibitors; 230,000 tested, under 10 active; AID 1477; also: % of control where 0% means no effect
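Read-out: AlphaScreen. Format: His-CBF-beta with biotinylated RUNX1 (30 nM each) preincubated 20 min, compound 15 min, Ni-chelate plus streptavidin beads 90 min; room temperature throughout.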
HTT aggregate: inhibitors of mutant huntingtin aggregate formation in PC12 cells; PC12 HttQ103-GFP aggregates, Acumen cytometry, 40 h; Potency, µM (titrated, usually from 46.1 µM), for inactives: at the highest dose activity change, negative = inhibition, actives largely listed as inhibitors; 220,000 compounds, 1.1% hits; AID 1688; also: potency is read from the fitted curve at half-maximal effect; % is scaled to controls: 0 for no effect and ±100 for the full control effect; nearly all actives have a fitted effect of over 60% in size
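Inducible Q103 Huntingtin exon 1–GFP PC12 line, 1500 cells/well in phenol red free DMEM with 5% equine and 5% calf serum. Tebufenozide 100 nM induced expression; compounds titrated; aggregates quantified by cytometry.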
Epigenetic derep: derepresses silenced GFP reporter in murine cells. murine LDR cells, GFP reporter derepression, 30 h. Potency, µM (titrated, usually from 53.9 µM), for inactives: at the highest dose GFP activation, hits mostly activators. 280,000 compounds, 0.2% hits. AID 1865; also: potency is read from the fitted curve at half-maximal effect; % of control where 0% means no effect; nearly all actives have a fitted effect of over 60% in size
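Reporter derepression read as number of fluorescent GFP-positive objects, 20-120 um in size, counted by laser-scanning cytometer. Mouse LDR line with an epigenetically silenced CMV-GFP locus; compound incubation 30 h, 37 C.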
IMPase Li inh: cell-permeable IMPase inhibitors with lithium potentiation. CHO-M1 cells, IP1 TR-FRET (IP-One), carbachol + lithium. Potency, µM (titrated, usually from 59.4 µM), inactives show at the top dose activity, negative = IMPase inhibition, actives largely listed as inhibitors. 210,000 compounds, 0.35% hits;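 also: IP1 builds up when IMPase is blocked and the TR-FRET signal falls; potency is read from the fitted curve at half-maximal effect; plate controls were basal vehicle for no effect and high inhibitor control for full effect; nearly all actives have a fitted effect of over 50% in size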
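CHO cells stably expressing M1 receptor (2000/well) were cultured 16–30 h, then exposed to compounds with a small lithium addition for 30 min at 37C. IP1 was measured by TR-FRET competition; AC50 from Hill fits.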
NPSR antagonist: blocks cAMP signaling of the human neuropeptide S receptor. Potency, µM (highest dose often 38.3 µM), for inactives: top-dose activity change, negative = inhibition, most hits filed as inhibitors. CHO-NPSR cells, cAMP TR-FRET, antagonist mode. Q6W5P4. 220,000 compounds, 1% hits; also: potency is read from the fitted curve at half-maximal effect; % is scaled to controls: 0 for no effect and ±100 for the full control effect; nearly all actives have a fitted effect of over 50% in size; many of its hits are not listed in these tables
* hit, by the source's call; ? = inconclusive; / = no result given; & = joins results of further samples; [ ] = dose if it differs, or a comment. Calls follow the shape of the dose curve; as a rule, active = well fitted curve in the direction sought with a large enough effect; inconclusive = small, poorly fitted or top-dose-only effect, or another doubt; inactive = no such curve, though single readings can be large; an effect the other way counts as inactive or inconclusive.

no.	canonical_smiles	L3MBTL1 block	KinaseGlo FLuc	CBFb-RUNX1 inh	HTT aggregate	Epigenetic derep	IMPase Li inh	NPSR antagonist
1	CCOC(=O)c1cn2c(C)cccc2n1	16.0%	-3.8%	6.7%	11.0%	-2.6%	-6.3%	19.3%
2	CC(C)=C(NC(=O)c1ccco1)C(=O)NCCc1nc2ccccc2[nH]1	/	-3.2%	-0.4%	-23.0%	-0.1%	36.4%[activator][38.3 µM]	1.2%[46.1 µM]
3	COc1ccc(-c2nsc(SCC(=O)Nc3cc(C)on3)n2)cc1	-12.0%	0.7%	4.3%	20.8%	0.9%	19.0%[38.3 µM]	-12.3%[46.1 µM]
4	COc1cc(/C=C2\CCc3ccccc3C2=O)cc(OC)c1OC	-7.2%	1.3%	-8.0%	?	-3.2%	4.1%	-4.1%
5	O=C1/C(=C/c2cccnc2)CCc2c1[nH]c1ccccc21	-10.0%	4.0%	-19.8%	?	-1.3%	20.6%	36.3%
6	NC(=O)c1nnn(-c2nonc2N)c1-c1ccc([N+](=O)[O-])cc1	7.7%	-0.4%	-6.7%	-2.2%[9.22 µM]	-1.8%	4.9%	1.8%
7	COC(=O)c1ccccc1NC(=O)Cn1c(=O)oc2ccc(Cl)cc21	/	0.1%	4.1%	20.0%[9.22 µM]	-0.3%	26.7%[38.3 µM]	-4.2%[46.1 µM]
8	COC(=O)/C=C\C(=O)Nc1cccc([N+](=O)[O-])c1	1.4%	-1.6%	3.3%	10.0%	0.2%	26.4%	?
9	O=C1C2CCC(C(O)C2)N1Cc1ccccc1 (stereo unspecified)	-0.6%	0.6%	-0.2%	6.8%	-1.1%	-7.4%[38.3 µM]	-1.9%[46.1 µM]
10	N#Cc1nc(-c2ccco2)oc1N1CCN(c2cccc(Cl)c2)CC1	?	1.2%	?	5.6%	-3.2%	40.0%[38.3 µM]	?
11	CCN(CC)C(=O)Cn1c(=O)c2ccccc2n2c(=S)sc(-c3cccc(C)c3)c12	-1.4%	/	-2.6%	?	-0.9%	/	-12.5%[46.1 µM]
12	O=C(N/N=C/c1cccs1)/C(=C/c1ccccc1)NC(=O)c1ccccc1	-4.8%	2.1%	-2.9%	2.5%	-1.0%	0.1%	-10.1%
13	CC1=CC(C)(C)N(C(=O)CSc2ncn[nH]2)c2ccc(C)cc21	/	-1.2%	-5.3%	-9.4%	0.0%	43.1%[activator][38.3 µM]	-14.4%[46.1 µM]
14	C/C(=N/NC(=O)CNC(=O)c1cccnc1)c1cccc([N+](=O)[O-])c1	/	0.3%	-4.1%	10.3%	1.3%	-8.6%	23.2%
15	COc1ccccc1N1CCN(C2CCN(C(=O)c3cccc(F)c3)CC2)CC1	2.5%	-1.3%	-4.5%	27.0%	1.1%	0.7%	7.9%

Random excerpt: 3 records from the list, in no set order.
no.	canonical_smiles	L3MBTL1 block	KinaseGlo FLuc	CBFb-RUNX1 inh	HTT aggregate	Epigenetic derep	IMPase Li inh	NPSR antagonist
8	COC(=O)/C=C\C(=O)Nc1cccc([N+](=O)[O-])c1	1.4%	-1.6%	3.3%	10.0%	0.2%	26.4%	?
6	NC(=O)c1nnn(-c2nonc2N)c1-c1ccc([N+](=O)[O-])cc1	7.7%	-0.4%	-6.7%	-2.2%[9.22 µM]	-1.8%	4.9%	1.8%
14	C/C(=N/NC(=O)CNC(=O)c1cccnc1)c1cccc([N+](=O)[O-])c1	/	0.3%	-4.1%	10.3%	1.3%	-8.6%	23.2%

(more compounds)
no.	canonical_smiles	L3MBTL1 block	KinaseGlo FLuc	CBFb-RUNX1 inh	HTT aggregate	Epigenetic derep	IMPase Li inh	NPSR antagonist
16	COC(=O)c1cc(NC(=O)CSc2nc(C)cc(=O)[nH]2)cc(C(=O)OC)c1	/	-1.3%	18.0%	-16.8%	4.8%	14.0%[38.3 µM]	-12.3%[46.1 µM]
17	CSc1ccc(-c2cc(=O)c3ccccc3o2)cc1	18.6%	4.0%	7.6%	-1.2%	2.4%	-7.1%	-16.2%[46.1 µM]
18	COc1ccccc1CNC(=O)CNCC1CCCO1 (stereo unspecified)	-1.9%	-0.5%	-1.6%	-3.1%	1.5%	4.4%[38.3 µM]	18.3%[46.1 µM]
19	Cc1ccc(CNS(=O)(=O)c2ccc3c(c2)OCCO3)cc1	-4.0%	-3.5%	6.0%	-1.4%	-1.1%	-5.9%	0.8%
20	CC(=O)N1CC[C@H]2CC(=O)CC[C@@]21C	/	0.1%[39.9 µM]	20.7%[136 µM]	/	0.1%[96.6 µM]	7.2%	/
21	Fc1cccc(C2CCCCN2Cc2nc(C3CC3)no2)c1 (stereo unspecified)	5.1%	-3.4%	12.7%	0.3%[9.22 µM]	1.1%	13.4%	21.4%
22	O=C(C1CCCCC1)N1CCN(C(=O)C2CCCCC2)CC1	-0.8%	-5.2%	-1.6%	0.5%	-0.2%	6.0%[38.3 µM]	-3.0%[46.1 µM]
23	c1cncc(-c2nc3ccccn3c2Nc2ccc3c(c2)OCCO3)c1	/	15.7%	-17.2%	-13.7%	-1.8%	15.0%[38.3 µM]	-22.6%[46.1 µM]
24	O=C(c1cc([N+](=O)[O-])ccc1N1CCOCC1)N1CCOCC1	3.4%	-3.5%	16.2%	8.0%	-1.3%	-3.7%	9.8%
25	COC(=O)c1cccc(C23CC4(C2)[C@H](CN(Cc2cccnc2)[C@@H]4c2ccccc2)C3c2ccc(Cl)nc2)c1 (stereo partly specified)	/	-0.5%	-4.8%&9.0%	22.8%[9.22 µM]	2.4%&-2.9%	5.9%	-46.0%
26	COc1ccc(S(=O)(=O)N2CCOCC2)cc1C(=O)Nc1cc(C)on1	/	3.7%	4.0%	-4.7%	0.0%	23.7%[38.3 µM]	-8.6%[46.1 µM]
27	CCOc1ccc(NCc2nnc(SCC(=O)Nc3nc(-c4ccccc4)cs3)n2-c2ccccc2)cc1	0.9%	-1.6%	1.0%	5.2%	0.0%	4.0%	9.5%
28	CCN1CCN(C(=O)Nc2cc(Cl)ccc2OC)CC1	-5.7%	-1.0%	1.7%	-3.6%[9.22 µM]	-4.5%	3.0%	7.8%
29	O=C(CSc1ccc(-c2ccncc2)nn1)N1CCN(c2ccccc2)CC1	/	-3.1%	2.6%	13.7%	0.1%	-1.2%	9.7%
30	Cc1ccc(C)c(OCC(=O)N/N=C/c2ccsc2)c1	0.6%	0.5%	-0.6%	4.7%	0.0%	7.2%[38.3 µM]	-10.7%[46.1 µM]

Copied from the list.
Cc1ccc(C)c(OCC(=O)N/N=C/c2ccsc2)c1 | L3MBTL1 block = 0.6%
COc1cc(/C=C2\CCc3ccccc3C2=O)cc(OC)c1OC | L3MBTL1 block = -7.2%

Continued:
no.	canonical_smiles	L3MBTL1 block	KinaseGlo FLuc	CBFb-RUNX1 inh	HTT aggregate	Epigenetic derep	IMPase Li inh	NPSR antagonist
31	Cc1cc(CNC(=O)Cn2nc(C)c([N+](=O)[O-])c2C)c2ccccc2n1	31.8%[activator]	3.2%	-17.6%	-22.1%	3.4%	?	-3.3%
32	COc1cc(C2Nc3ccccc3C(=O)N2c2ccccc2)c(Br)cc1OCC(=O)O (stereo unspecified)	3.2%	-0.2%	2.2%	2.0%	-4.8%	-22.9%	-1.1%
33	Cc1ccnc(NC(=O)COC(=O)c2ccc(F)cc2F)n1	?	/	-3.9%	-4.4%[9.22 µM]	-1.4%	/	0.6%[7.67 µM]
34	Cc1cc(Br)ccc1NC(=O)C1CCCO1 (stereo unspecified)	2.7%	4.1%	7.5%	?	1.5%	55.0%[activator][38.3 µM]	-3.8%[46.1 µM]
35	CCOc1ccc(C2=Nc3ccc(Br)cc3C(c3ccc(N4CCOCC4)cc3)=NN2)cc1	-14.1%	2.9%	-8.8%	-10.2%	-1.0%	1.6%	-14.3%
36	COc1cc(/C=C/c2c([N+](=O)[O-])c(=O)n(C)c(=O)n2C)cc(OC)c1OC	/	-4.5%	1.5%	29.3%	5.9%	-2.3%[38.3 µM]	-9.6%[46.1 µM]
37	CC(C)CC(NC(=O)c1ccccc1NC(=O)c1ccccc1)C(=O)O (stereo unspecified)	/	0.3%	5.7%	-0.1%	-0.2%	-7.1%	-2.6%
38	CCC(C)N1C(=O)C2C(C(=O)Nc3cccc(OC)c3)C3C=CC2(O3)C1C(=O)NC1CCCCC1C (stereo unspecified)	-0.6%	-3.7%	4.9%	1.4%	-1.4%	4.9%[38.3 µM]	-4.7%[46.1 µM]
39	CC(=O)Nc1ccc(SCC(=O)N(CCC#N)c2ccc(C)cc2)cc1	2.1%	-1.7%	4.5%	4.3%	-1.1%	6.3%[38.3 µM]	?
40	O=C(CSc1nc(-c2ccc(Cl)cc2)[nH]c(=O)n1)Nc1cccc(Cl)c1	/	/	9.0%	-9.6%[9.22 µM]	-1.0%	/	-12.9%
41	Cn1cnnc1SCC(=O)c1c[nH]c2ccccc12	2.7%	-3.8%	-1.2%	5.6%	0.3%	-12.5%[38.3 µM]	-9.5%[46.1 µM]
42	C=CCNC(=S)Nc1ccc(Cl)c(S(=O)(=O)N2CCOCC2)c1	6.2%	-2.0%	4.1%	1.6%	-1.3%	7.8%	2.1%
43	C/C(CS(=O)(=O)c1ccccc1)=N\O	-2.2%	-0.9%	2.7%	-5.4%[9.22 µM]	-0.7%[10.1 µM]	0.7%	7.9%
44	C=CCN1C(=O)/C(=C2/Sc3ccccc3N2C)SC1=Nc1ccccc1C	/	1.7%	0.7%	-21.3%	-0.1%	14.2%[38.3 µM]	-10.3%[46.1 µM]
45	CCCOc1ccc(N2C(=O)CC(N(CCc3ccc(S(N)(=O)=O)cc3)C(C)=O)C2=O)cc1 (stereo unspecified)	-1.0%	-3.3%	-3.4%	0.8%	0.0%	-2.4%[38.3 µM]	-4.7%[46.1 µM]
46	Clc1cccc(Cl)c1/C=N/Nc1c(Cl)cncc1Cl	15.5%	/	9.9%	-26.0%[9.22 µM]	3.8%	/	?
47	O=C(CCCN1C(=O)c2ccccc2C1=O)NC1=NCCS1	-7.5%	-8.9%	8.6%	8.6%	-0.2%	9.3%[38.3 µM]	13.3%[46.1 µM]
48	CCn1c(CSc2nc3ccccc3s2)nnc1SCC(=O)OC(C)(C)C	/	-4.1%	-0.9%	7.5%	-1.4%	32.1%[38.3 µM]	-12.7%[46.1 µM]

Only part of the results is shown; the hit share may differ from the screen's.
